Yp Topo-I inh – Yersinia pestis topoisomerase I inhibitors, primary screen, biochemical, cleavage product accumulation, plate reader, single point; actives 0.064% (n = 360,000); AID 504884, 2011; Y. pestis Topo-I cleavage product accumulation; DNA topoisomerase I (Yersinia pestis CO92); activity, % at 10 µM; in the data active = activity above about 50%, passing the limit was not always enough; inconclusive = no clear call, values can overlap the other calls; note: inactives centre near 2
TcdB GH inh – TcdB glycohydrolase inhibitors, primary screen, biochemical, single point, plate reader. inhibition, % at 9.99 µM. Toxin B (Clostridioides difficile), P18177. actives 0.24% (n = 350,000). TcdB glycohydrolase enzymatic assay; in the data active = inhibition above about 10%
Anthrax LF inh2 – Bacillus anthracis LF protease inhibitors, primary screen, biochemical, multiplex microsphere, MLPCN library | Lethal factor (Bacillus anthracis), P15917 | multiplex microsphere protease cleavage assay | inhibition, % at 10 µM | actives 0.12% (n = 360,000) | AID 588501, 2011; note: plate controls were buffer without enzyme for full effect and enzyme alone for no effect
BoNT-F LC inh – BoNT/F light chain protease inhibitors, primary screen, biochemical, flow cytometry, MLPCN library; Multiplex microsphere protease cleavage assay; inhibition, % at 10 µM; actives 0.22% (n = 360,000); AID 588497, 2011; in the data active = inhibition above about 35%, passing the limit was not always enough; inconclusive = no clear call, values can overlap the other calls; note: plate controls were buffer without enzyme for full effect and enzyme alone for no effect
PrPC TRFRET – inhibitors of human cell surface prion protein PrPC, primary screen, cell-based, TR-FRET. TR-FRET read-out. actives 0.43% (n = 370,000). Major prion protein (Homo sapiens), P04156. inhibition, % at 13.8 µM; in the data active = inhibition above about 24%; note: 0% = median of the test wells and 100% = reference compound wells
BoNT-A LC inh2 – BoNT/A light chain protease inhibitors, primary screen, biochemical, flow cytometry, MLPCN library; Botulinum neurotoxin type A light chain protease (Clostridium botulinum A str. ATCC 3502); multiplex microsphere protease substrate cleavage; inhibition, % at 10 µM; actives 0.17% (n = 360,000); note: plate controls were buffer without enzyme for full effect and enzyme alone for no effect
CCHFV vOTU inh – CCHFV vOTU protease inhibitors, primary screen, biochemical, Pep-AMC substrate, fluorescence; AID 651958, 2012; actives 0.55% (n = 370,000); inhibition, % at 11.5 µM; in the data active = inhibition above about 30%; note: 0% = vehicle wells with enzyme and 100% = no enzyme wells
FadD28 binding – inhibitors of FadD28 bisubstrate probe binding, primary screen, biochemical, fluorescence polarization, single point. Mycobacterium tuberculosis FadD28 fatty-acid-AMP ligase. actives 0.22% (n = 360,000). inhibition, % at 12.5 µM; in the data active = inhibition above about 8.5%, passing the limit was not always enough; inconclusive = no clear call, values can overlap the other calls
PfHsp40 rescue – rescue of yeast from PfHsp40 toxicity, primary screen, S. cerevisiae, ATP luminescence | S. cerevisiae expressing PfHsp40, growth rescue | AID 504582, 2011 | growth rescue, % at 12.5 µM | actives 0.68% (n = 340,000); in the data active = growth rescue above about 28%, passing the limit was not always enough; inconclusive = no clear call, values can overlap the other calls;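 note: yeast W303a lacking pdr1 and pdr3 grown in galactose medium; growth measured after three days at 30 °C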
Starred values were filed as active, the others as inactive; ? = inconclusive; . = no result given; & = joins results of further samples. Cut-off read from the data, not from the text of the source, unless noted: active = inhibition above about 30%; inconclusive = no clear call, values can overlap the other calls; inactive = below that.

SMILES	Yp Topo-I inh	TcdB GH inh	Anthrax LF inh2	BoNT-F LC inh	PrPC TRFRET	BoNT-A LC inh2	CCHFV vOTU inh	FadD28 binding	PfHsp40 rescue
O=C(Nc1ccc(N2CCN(Cc3ccccc3F)CC2)cc1)c1ccccc1[N+](=O)[O-]	-10.0	0.2	-11.0	3.6	-14.8	-0.6	0.4	-0.3	-0.5
Cc1nc2ccccc2n1S(=O)(=O)c1ccc(S(=O)(=O)N2CCCCCC2)cc1	0.4	.	2.7	7.8	-1.8	5.2	0.8	-2.6	-0.9
COc1ccc(CC(=O)Oc2ccccc2Cl)cc1S(=O)(=O)N1CCOCC1	-3.1	0.2	-0.3	-3.8	-0.9	-0.4	-2.7	-1.2	3.2
Cc1cc(C)n(-c2ccc(C(=O)OCC(=O)NCc3ccc(Cl)cc3)cc2)n1	20.3	0.9	-1.5	-0.5	2.1	0.1	-5.8	-4.7	3.9
COCCNC(=O)C(c1ccc(C)o1)N(C(=O)c1snc(C(N)=O)c1N)c1cc(C)cc(C)c1 (stereo not drawn)	25.8	.	0.8	17.0	-7.7	?	11.8	1.8	-1.6
CC(=O)NCCC1CCCCN1C(=O)c1cc(COc2cc(C)ccc2C)on1 (stereo not drawn)	18.5	0.5	-3.1	-0.8	-1.7	-1.0	-16.8	2.2	-0.5
COc1ccc(CCNCc2sccc2C)cc1	5.6	0.1	7.7	3.4	-0.4	-1.5	8.9	-3.8	0.2
O=C(NC1CCCCC1)N(Cc1ccccc1)Cc1ccco1	10.4	.	2.9	-0.6	-0.5	-0.4	-8.4	0.8	-1.9
O=C1CCc2cc(S(=O)(=O)NC(Cc3ccccc3)C(=O)N3CCN(c4ccccn4)CC3)ccc2N1 (stereo not drawn)	2.8	-0.1	-5.7	5.1	-7.7	-1.3	-15.3	-1.9	-1.3
CC(C)NC(=S)N1CCN(S(=O)(=O)c2cccc(C(F)(F)F)c2)CC1	-4.6	.	0.9	11.1	1.0	0.7	-6.3	-2.3	-0.7
N/C(=N/OC(=O)c1ccc(Cl)cc1)c1ncc([N+](=O)[O-])s1	-3.7	-1.6	4.9	?	7.3	-7.8	-0.9	-1.5	-0.6
CN(C)S(=O)(=O)c1ccc(S(=O)(=O)N2CCCC2)cc1	2.5	.	-1.2	12.0	0.4	0.0	-12.2	-3.2	-0.2
C[C@@H]1CN([C@H](C)CO)C(=O)c2c(c3ccccc3n2C)-c2ccccc2CO[C@H]1CN(C)C(=O)c1cc(Cl)cc(Cl)c1	22.7	1.8&1.5	-0.7	4.2	-2.8	-0.3	-2.4	-0.1	.
CN(C)/C=C1\N=C(c2cccs2)OC1=O	4.6	.	1.9	-1.7	-3.4	0.5	7.9	0.2	-0.4
O=C(Nc1ccccc1Oc1ccccc1)c1ccc(Br)o1	-10.3	.	-1.8	-3.1	-16.9	-0.6	-0.7	-1.3	2.7
CSc1ccc(Cl)c(C(=O)Nc2ccc(Cl)cn2)c1	-1.4	0.5	4.9	2.0	9.8	-1.1	-14.4	-1.5	-0.4
CSc1nnc(C(C)(C)C)c(=O)n1/N=C/c1ccccc1O	15.0	1.1	-14.2	-8.6	0.3	-1.4	13.2	-1.1	-0.2
Cc1ncc(CO)c(/C=N/NC(=O)c2ccc(O)cc2)c1O	1.4	.	2.8	-4.5	4.2	-0.4	-44.9	-1.8	0.9
O=C1CN(C(=O)CSc2nnc3ccccn23)c2ccccc2N1	3.6	0.4	1.0	1.9	-4.1	-0.4	-10.4	-5.0	-1.5
O=C1NC(=O)C(Nc2cccc3ccccc23)S1 (stereo not drawn)	-1.6	.	2.0	3.8	-4.1	0.3	-6.8	-0.3	-0.4

Some of the entries so far, with each value named:
O=C(Nc1ccc(N2CCN(Cc3ccccc3F)CC2)cc1)c1ccccc1[N+](=O)[O-]
  Yp Topo-I inh: -10.0 | TcdB GH inh: 0.2 | Anthrax LF inh2: -11.0 | BoNT-F LC inh: 3.6 | PrPC TRFRET: -14.8 | BoNT-A LC inh2: -0.6 | CCHFV vOTU inh: 0.4 | FadD28 binding: -0.3 | PfHsp40 rescue: -0.5
Cc1nc2ccccc2n1S(=O)(=O)c1ccc(S(=O)(=O)N2CCCCCC2)cc1
  Yp Topo-I inh: 0.4 | TcdB GH inh: . | Anthrax LF inh2: 2.7 | BoNT-F LC inh: 7.8 | PrPC TRFRET: -1.8 | BoNT-A LC inh2: 5.2 | CCHFV vOTU inh: 0.8 | FadD28 binding: -2.6 | PfHsp40 rescue: -0.9

Following part.
SMILES	Yp Topo-I inh	TcdB GH inh	Anthrax LF inh2	BoNT-F LC inh	PrPC TRFRET	BoNT-A LC inh2	CCHFV vOTU inh	FadD28 binding	PfHsp40 rescue
Cn1c(N)c(C(=O)COC(=O)/C=C/c2ccc(F)cc2)c(=O)n(C)c1=O	5.5	-1.9	2.7	-1.1	1.0	0.4	-4.9	-3.0	0.0
CCc1ccccc1N(C)S(=O)(=O)c1ccc(-c2cc(C)no2)s1	17.1	1.0	-0.7	2.0	-0.7	1.1	8.4	-1.8	7.6
Cc1nc2ccc(C(=O)N(C)CC3CCCN(CCc4ccc(Cl)cc4)C3)cc2[nH]1 (stereo not drawn)	1.6	-0.8	0.3	-3.9	-1.7	0.1	13.3	-0.5	-0.6
OCCN(CCCn1c(C(F)(F)F)nc2ccccc21)c1nc(CN2CCCCC2)cs1	-1.2	0.8	-4.6	4.0	-3.6	0.1	4.7	-4.2	-1.1
O=C(NCc1ccccc1)C(c1ccccc1)N(C(=O)c1csnn1)c1ccccc1 (stereo not drawn)	13.8	-2.2	-11.7	-4.3	-4.6	-1.3	3.6	0.1	1.9
CNC(C)C(=O)NC(C(=O)N1CCCC1C(=O)NNc1ccccc1)C(C)C (stereo not drawn)	1.0	-2.0	-9.7	-0.7	13.4	0.6	4.8	0.1	-0.7
O=C1OC(c2ccc([N+](=O)[O-])cc2)=N/C1=C/N1CC2CC(C1)c1cccc(=O)n1C2 (stereo not drawn)	2.5	-0.1	-8.6	2.4	-35.7	-0.4	8.2	-1.7	-1.9
O=C1C=C(NCc2ccc(Cl)cc2)CC(c2ccco2)C1 (stereo not drawn)	-2.3	.	-4.6	-20.7	13.5	-2.6	3.2	-6.4	7.3
O=C(NCCOCCNC(=O)OCc1ccccc1)OCc1ccccc1	8.6	-1.7	0.4	-0.5	-5.0	-0.1	3.9	-1.5	-1.1
CC(=O)Nc1cc(Br)ccc1O	1.5	1.2	1.5	1.0	-0.8	-0.4	8.4	0.4	-0.6
Cc1cc(C(=O)CCC(=O)Nc2ccc(S(N)(=O)=O)cc2)c(C)s1	6.0	1.1	-5.1	7.3	-6.5	0.9	-1.1	-0.4	2.0
COc1ccc(C2CCCN2C(=O)Nc2cccc(C(C)=O)c2)cc1OC (stereo not drawn)	3.2	.	-8.3	-0.5	-4.5	0.0	9.1	-2.4	0.2
O=C1C2C3C=CC(C4CC34)C2C(=O)N1c1nccs1 (stereo not drawn)	-5.7	.	-1.6	-7.7	-2.2	-1.4	-5.6	-0.1	-0.4
CCN1CCN(C(=O)c2cc3c(OC)c(OC)c(OC)cc3[nH]2)CC1	2.3	2.7	-2.5	3.2	2.2	-0.5	-11.3	-1.7	0.0
COc1ccc(/C=N\NC(=O)CCN2CCN(c3ccccc3)CC2)cc1OC	-0.2	.	1.5	15.5	-1.2	1.3	3.4	-0.6	-1.3
CC(COc1ccccc1)N1CCC(CO)(Cc2ccccc2)CC1 (stereo not drawn)	2.9	0.7	-6.7	4.9	-4.3	-0.2	6.5	-0.4	-0.2
CCOc1ccc(CCNC(=O)COC(=O)c2ccc(S(C)(=O)=O)cc2)cc1OCC	-11.1	1.9	-3.5	3.4	3.7	3.5	-0.3	-1.0	0.2
Cc1cc(C)n2nc(C(=O)N/N=C/c3ccc(O)cc3)nc2n1	4.8	3.9	-0.8	-0.1	-0.4	0.4	13.7	-2.8	-0.3
Cc1cccc(C)c1OCc1cc(C(=O)NCC2CCCCC2)no1	5.1	-1.0	0.8	8.3	-0.5	1.3	-6.9	-5.0	0.0
CC(C)OCCCNC(=O)Nc1cccc2ccccc12	1.3	-0.5	5.0	-8.9	-8.2	-0.5	-11.2	-2.6	-1.4
COc1cccc(C=Nc2cc(C)cc(C)c2)c1O	1.4	.	1.3	-3.2	0.4	0.6	6.4	-1.4	1.2
O=C(NN1C(=O)c2ccccc2C1=O)c1ccccc1[N+](=O)[O-]	-13.2	0.2	-8.5	0.7	-8.8	-0.5	-12.7	-3.2	0.9
O=C(NC1CC1)C1=C[C@H](c2coc3ccccc3c2=O)C[C@H](OCCCCO)O1	2.0	0.8	-5.8	-1.7	3.9	-0.1	-2.0	2.7	-0.6
CCN(CC)C(=O)c1sc(NC(=O)C(Sc2ccccc2)c2ccccc2)c(C(=O)OC(C)C)c1C (stereo not drawn)	23.0	.	-4.7	-9.4	4.5	0.0	4.8	-4.1	0.0
Cc1[nH]c2ccccc2c1-c1csc(N)n1	-4.2	-0.3	?	?	8.5	?	-3.3	-1.6	0.1
COc1ccc(-c2noc(CCC(=O)NCC3CCN(Cc4cccc(C)c4)CC3)n2)cc1	-1.9	.	3.8	3.9	0.7	1.5	-3.4	-1.9	-0.2
CN1C(=O)C(C)(C)c2cc(S(=O)(=O)N3CCC(C(=O)NCc4ccccc4Cl)CC3)ccc21	23.4	0.6	-8.3	-4.8	0.6	-0.4	-0.3	-0.4	0.5
Cc1ccc(S(=O)(=O)N2CCCCC2)cc1NC(=O)c1cnccn1	2.9	0.5	0.4	11.3	-0.9	2.5	3.1	-1.3	-0.4
CC(C)(CNc1ccc([N+](=O)[O-])cc1Cl)CNS(C)(=O)=O	-9.8	.	-5.6	5.3	-26.9	1.3	5.8	-2.2	0.6
CC(Oc1ccc(Br)cc1)C(=O)NCC(C)(C)N1CCOCC1 (stereo not drawn)	-11.9	1.3	-1.3	-9.7	6.8	-3.8	6.1	0.6	-0.3
Cc1c(N(C)S(=O)(=O)c2cccc(C(=O)NC(C)C)c2)c(=O)n(-c2ccccc2)n1C	4.5	1.8	0.3	-3.3	-1.6	-1.9	7.1	0.3	0.3
COc1ccc(C(=O)Nc2cccc(/C(C)=N\NC(=O)c3ccoc3C)c2)cc1OC	12.9	2.0	-5.5	2.0	7.4	-1.3	-4.9	-1.7	-0.4
O=C(COC(=O)CCNS(=O)(=O)c1ccc(Cl)cc1)Nc1ccccc1OC(F)F	-1.1	-0.8	2.2	4.7	4.6	1.4	5.8	-2.0	1.9
Cc1ccc(S(=O)(=O)/N=C(\CN2CCOCC2)N2CCOCC2)cc1	-8.2	.	-13.0	-3.2	3.3	-0.4	23.1	0.1	-0.8
C=CCN1c2ccccc2[C@]23C[C@@H](C(=O)OC)N(C(=O)OCC)C2=NC(C(=O)OC)=C(C(=O)OC)[C@H]13	15.3	-0.5	-1.5	-4.3	-10.2	-0.9	-0.5	-0.7	1.6
CCOc1ccc(C(=O)NNC(=O)CN2C(=O)NC3(CCCC3)C2=O)cc1	2.2	3.7	-5.3	-5.4	-4.2	-4.4	-3.8	-2.5	-0.9
Cc1c(CN2CCN(CC(C)C)C(CCO)C2)[nH]c2ccc(Cl)cc12 (stereo not drawn)	-0.4	1.6	-5.5	-8.4	8.2	-1.2	9.0	-1.2	0.2
CC1CCN(c2nc(-c3ccccc3)c(C#N)c(=O)[nH]2)CC1	17.1	.	0.3	3.5	3.7	1.8	2.2	-3.0	0.4
CC1CC(C)CN(S(=O)(=O)c2ccc(C(=O)NCCCn3ccnc3)cc2)C1 (stereo not drawn)	6.2	.	?	?	.	?	.	-2.4	0.9
Cc1cc(=O)oc2cc(Oc3ncccn3)ccc12	2.6	.	-0.2	3.2	-7.2	-0.2	-7.2	-0.7	1.5

Compound activity (PubChem BioAssay)
